Mtb RmlCD inh: M. tuberculosis RmlC/RmlD coupled enzyme inhibitors, primary screen, biochemical, compound mixtures, 384-well, from 1536-well plates | dTDP-4-dehydrorhamnose reductase (Mycobacterium tuberculosis (strain ATCC 25618 / H37Rv)) … | RmlC+RmlD coupled enzyme assay, percent inhibition; primary screen in compound mixtures | inhibition, % at 3.6 µM | 160,000 compounds, 0.03% hits | AID 1533, 2009; in the data active = inhibition mostly above about 34%, no sharp cut-off; also: some results filed as inactive read as strong as hits
Target sequence (P9WH09 whole entry, looked up): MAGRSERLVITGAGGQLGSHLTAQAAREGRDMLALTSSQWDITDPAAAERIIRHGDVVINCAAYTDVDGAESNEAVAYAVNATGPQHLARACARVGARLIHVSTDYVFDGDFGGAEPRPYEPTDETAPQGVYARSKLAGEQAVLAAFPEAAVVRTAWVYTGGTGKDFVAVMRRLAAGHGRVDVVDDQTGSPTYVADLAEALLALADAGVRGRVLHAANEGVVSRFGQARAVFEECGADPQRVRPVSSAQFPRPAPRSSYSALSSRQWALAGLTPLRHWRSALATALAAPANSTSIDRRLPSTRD
Target sequence (P9WH11 whole entry, looked up): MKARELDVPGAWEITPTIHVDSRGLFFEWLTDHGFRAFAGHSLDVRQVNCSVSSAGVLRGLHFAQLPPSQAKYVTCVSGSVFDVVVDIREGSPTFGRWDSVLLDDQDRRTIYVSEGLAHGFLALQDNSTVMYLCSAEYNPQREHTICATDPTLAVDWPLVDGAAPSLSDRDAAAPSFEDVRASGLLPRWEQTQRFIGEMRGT
GlmU inhibition: inhibition of mycobacterial GlmU enzyme – biochemical, glucosamine-1-phosphate acetyltransferase (AID 1376). Bifunctional protein GlmU (Mycobacterium tuberculosis (strain ATCC 25618 / H37Rv)). M. tuberculosis GlmU acetyltransferase enzyme assay; higher % means a stronger effect. one-dose inhibition, %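 (tested at 30 µM in the primary screen)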; IC50 in µM for titrated hits. 220,000 compounds, 0.25% hits; in the data active = inhibition above about 13%;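 also: 0% = complete reaction with vehicle and 100% = reaction without substrate; strong numbers were not always called active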
* = called active by the depositor; & = joins results of further samples. The list is partial; the hit share may differ from the screen's.

`Cc1cccc(Cn2c(N3CCc4ccccc4C3)nc3c2c(=O)[nH]c(=O)n3C)c1` gave GlmU inhibition 2.2%.
Oc1ccc(/C=N/NC(=S)N2CCOCC2)cc1 was read as Mtb RmlCD inh 3 and GlmU inhibition 1.6%.
For N#C/C(C(=O)Oc1ccccc1)=C1\C=CC=CN1 the results were Mtb RmlCD inh -3 and GlmU inhibition -4.3%.
`COc1ccc(/C=C/CN2CCCC(C(=O)c3cc(F)ccc3F)C2)cc1` (centres undefined) gave GlmU inhibition 1.4%.
Screening Cc1c(Br)c(C(=O)NCc2cc3cc(Cl)ccc3[nH]2)nn1C returned GlmU inhibition 1.9%.
For CN(C)CCCOc1ccc(C(C)(C)c2ccccc2)cc1 the results were Mtb RmlCD inh 10 and GlmU inhibition -2.6%.
For CCCCCCN1C=CC=C/C1=C/C=C(C#N)C#N the results were Mtb RmlCD inh -33 and GlmU inhibition -0.9%.
Cc1cccc(NC(=O)CSc2c3c(nc4ccccc24)CCC3)n1 was read as Mtb RmlCD inh 9 and GlmU inhibition -2.8%.
`CN1C(=O)/C(=C/c2cn(CC(=O)N3CCCCC3)c3ccccc23)c2ccccc21` gave Mtb RmlCD inh -4 and GlmU inhibition 1.1%.
Screening CCOC(=O)c1ccc(S(=O)(=O)N2CCNCC2)cc1 returned GlmU inhibition 0.1%.
`CCc1cc(C(=O)NNC(=S)NCC2CCCO2)cs1` (centres undefined) gave Mtb RmlCD inh 1 and GlmU inhibition -1.4%.
CCc1ccccc1NC(=O)c1cc2sccc2n1C was read as Mtb RmlCD inh -9 and GlmU inhibition 2.7%.
Screening O=C1C2ON(c3ccccc3)C(c3cccnc3)C2C(=O)N1c1ccccc1 (centres undefined) returned Mtb RmlCD inh -7 and GlmU inhibition 2.4%.
Screening CC(C)(C)c1cc(C(c2cccnc2)N2CCN(CCO)CC2)cc(C(C)(C)C)c1O (centres undefined) returned Mtb RmlCD inh 10 and GlmU inhibition 10%.
Screening CC1CCc2nc(N)c(C#N)c(-c3cccn3C)c2C1 (centres undefined) returned Mtb RmlCD inh -14 and GlmU inhibition -0.6%.
`CCOc1ccc(-c2csc(/C(C#N)=C\c3ccc(O)c([N+](=O)[O-])c3)n2)cc1` gave Mtb RmlCD inh -19 and GlmU inhibition 12%.
`FC(F)(F)c1nnc2ccc(Sc3ccccn3)nn12` gave Mtb RmlCD inh -9 and GlmU inhibition -4.7%.
CC(C)n1c(SCC(=O)Nc2nc3c(s2)CCCC3)nc2c1c(=O)n(C)c(=O)n2C was read as Mtb RmlCD inh -6 and GlmU inhibition 2.7%.
Screening COc1ccc2[nH]c3c(=S)nc[nH]c3c2c1 returned Mtb RmlCD inh 6 and GlmU inhibition 11%.
Screening Nc1nc2nccc(-c3cccnc3)n2n1 returned Mtb RmlCD inh -13 and GlmU inhibition -6.9%.
`Cc1cc(C)nc(SCc2ccc(C(=O)N/N=C3\CCCC(=O)C3)cc2)n1` gave Mtb RmlCD inh -9 and GlmU inhibition 2.9%.
`CN(C)C(=O)N1CCC(C(=O)NCc2cccs2)CC1` gave Mtb RmlCD inh 72 and GlmU inhibition -1.6%.
Screening CC(C)(C)C(=O)NC(NC(=S)Nc1ccc(S(N)(=O)=O)cc1)C(Cl)(Cl)Cl (centres undefined) returned Mtb RmlCD inh -8 and GlmU inhibition -7.8%.
For S=c1[nH]nc(Cc2cccs2)n1-c1cccc2ccccc12 the results were Mtb RmlCD inh 4 and GlmU inhibition 11%.
Screening Cc1c(NC(=O)c2ccccc2)c(=O)n(-c2ccccc2)n1C returned GlmU inhibition -4.9%.
Screening Cc1cccc(-c2nc3ccccc3c(=O)n2NC(=O)c2cccnc2Cl)c1 returned Mtb RmlCD inh 2 and GlmU inhibition 4.0%.
Screening COc1cccc(-c2nn(-c3ccccc3)cc2CNC(C)Cn2cncn2)c1 (centres undefined) returned GlmU inhibition 6.5%.
For CN1/C(=C\C(=O)c2cccnc2Cl)C(C)(C)c2ccccc21 the results were Mtb RmlCD inh -6 and GlmU inhibition 0.4%.
For CS(=O)(=O)c1ccc2nc(NC(=O)c3ccc(N4C(=O)CCC4=O)cc3)sc2c1 the results were Mtb RmlCD inh -5 and GlmU inhibition -5.3%.
Cc1cc(NC(=O)NC2CC(=O)N(c3ccc4c(c3)OCCO4)C2)no1 (centres undefined) was read as Mtb RmlCD inh 7 and GlmU inhibition 2.3%.
For Cc1ccc(NC(=O)/C(=C/c2ccco2)c2ccccc2)c(C)c1 the results were Mtb RmlCD inh 0 and GlmU inhibition -2.1%.
O=C(Nc1ccc2c(c1)OCCO2)c1cccc(S(=O)(=O)N2CCCCC2)c1 was read as Mtb RmlCD inh 9 and GlmU inhibition -6.6%.
`Cc1nnc(Oc2ccccc2F)c2ccccc12` gave GlmU inhibition -2.1%.
Screening CCn1c(SCC(=O)Nc2cc(C)on2)nc2c(c1=O)SC(C)C2 (centres undefined) returned GlmU inhibition 0.0%.
For O=C1c2ccccc2-c2ncnc3c(N4CCOCC4)cc(N4CCOCC4)c1c23 the results were GlmU inhibition -7.1%.
`CC(=O)OC1COC(n2ccc3ccccc32)C(OC(C)=O)C1OC(C)=O` (centres undefined) gave Mtb RmlCD inh 9 and GlmU inhibition -1.7%.
Screening O=C(c1cc2cc3ccc(Cl)cc3nc2o1)N1CCC2(CC1)OCCO2 returned Mtb RmlCD inh -6 and GlmU inhibition 4.1%.
CN(C1CCCCC1)S(=O)(=O)c1ccc(NC(=O)CCC(=O)O)cc1 was read as Mtb RmlCD inh -12 and GlmU inhibition 1.6%.
Cc1nn2c(NCc3ccccn3)c3c(nc2c1-c1ccccc1)CCC3 was read as Mtb RmlCD inh 8 and GlmU inhibition 0.9%.
CN(C)S(=O)(=O)c1ccc(NC(=O)COC(=O)Cn2[nH]c(=O)c3ccccc3c2=O)cc1 was read as Mtb RmlCD inh -6 and GlmU inhibition -1.0%.
For O=C(c1c(F)cccc1F)N(Cc1ccccn1)C1CCCC1 the results were Mtb RmlCD inh -3 and GlmU inhibition 2.0%.
CC(N)C12CC3CC(CC(C3)C1)C2 (centres undefined) was read as Mtb RmlCD inh -8 and GlmU inhibition -2.8%&-3.0%.
`CCCCc1nnc(NC(=O)C2CCCO2)s1` (centres undefined) gave Mtb RmlCD inh -5 and GlmU inhibition 1.9%.
For Cc1ccc(-n2c(C)c3c(C)nnc(C)c3c2C)cc1 the results were GlmU inhibition 0.5%.
`CCc1nc2sc(C(=O)O)c(N)c2c2c1CCCC2` gave GlmU inhibition 2.1%.
For Cc1ccc(OCC(=O)N/N=C/c2ccco2)cc1 the results were GlmU inhibition -4.0%.
`CN(C)/C=C(\C#N)C(=O)N/N=C(\CC(=O)C(F)(F)F)c1ccco1` gave Mtb RmlCD inh 7 and GlmU inhibition -9.0%.
For CCOc1ccc(NC(=O)c2cccc3c2C(=O)N(Cc2cccnc2)C3)cc1 the results were GlmU inhibition 0.9%.
For C/C(=N\NC(=S)NC1CCCCC1)c1cccc(C(F)(F)F)c1 the results were GlmU inhibition -0.9%.
`O=C(CSc1ccccn1)C12CC3CC(CC(C3)C1)C2` gave GlmU inhibition 0.8%.
CC1CN(C(=O)COC(=O)c2cc(Cl)ccc2Cl)CC(C)O1 (centres undefined) was read as Mtb RmlCD inh -2 and GlmU inhibition 1.9%.
For COc1ccc(-c2cc(=O)c3ccccc3o2)cc1 the results were GlmU inhibition 3.5%.
Screening COc1cccc2cc(-c3nc4ccccc4o3)c(=O)oc12 returned Mtb RmlCD inh -11 and GlmU inhibition 2.9%.
Screening COc1ccc(CN(C(=O)CSc2nnc(-c3c[nH]c4ccccc34)o2)c2ccc(F)cc2)cc1OC returned GlmU inhibition 2.2%.
Screening CCc1ccc(NC(=S)N(CCN2CCCCC2)Cc2ccco2)cc1 returned Mtb RmlCD inh -11 and GlmU inhibition 0.1%.
O=C(O)/C=C/C(=O)N1CCN(c2cccc(Cl)c2)CC1 was read as Mtb RmlCD inh -12 and GlmU inhibition 8.4%.
Screening CNC(=O)O/N=C(\C)Cc1nnn(-c2cc(C)on2)n1 returned Mtb RmlCD inh -8 and GlmU inhibition -5.2%.
Screening CCOC(=O)c1c(N=CN(C)C)c(C#N)c2n1CCCC2 returned GlmU inhibition -2.0%.
`CC(C(=O)O)c1n[nH]c(=O)c2ccccc12` (centres undefined) gave GlmU inhibition 0.7%.
For O=C(c1ccc([N+](=O)[O-])cc1)N(Cc1ccc(Cl)cc1)N1C(=O)CCCC1=O the results were Mtb RmlCD inh -9 and GlmU inhibition 1.8%.
For COc1ccc(CN(C(=S)Nc2ccccc2)C2CC(=O)N(c3ccc(F)cc3)C2=O)cc1 (centres undefined) the results were Mtb RmlCD inh 1 and GlmU inhibition -2.6%.
`COc1ccc2c(c1)C(NC(C)=O)C(=O)N2C` (centres undefined) gave GlmU inhibition -2.5%.
`Cc1csc(NC(=O)C(Cc2ccccc2)n2cccc2)n1` (centres undefined) gave GlmU inhibition 1.7%.
For CC(Sc1nnnn1-c1ccc(O)cc1)c1nc2ccccc2c(=O)[nH]1 (centres undefined) the results were Mtb RmlCD inh -14 and GlmU inhibition 0.3%.
Cc1ccc(S(=O)(=O)N2CCCC2C(=O)Nc2ccc(O)cc2)cc1 (centres undefined) was read as Mtb RmlCD inh -5 and GlmU inhibition 8.1%.
COc1cccc(C(=O)Nc2cc(Cl)c(O)c(Cl)c2)c1 was read as GlmU inhibition 5.4%.
Screening CCN(C(=S)NC(=O)CCc1ccccc1)c1ccccc1 returned Mtb RmlCD inh 4 and GlmU inhibition 2.4%.
For CCn1c(C(=O)NCc2ccccn2)cc2sccc21 the results were GlmU inhibition 0.4%.
`O=C(Nc1ccccc1)Oc1cccc(Br)c1` gave Mtb RmlCD inh -4 and GlmU inhibition -1.2%.
`CCn1c(SCC(=O)Nc2nccs2)nnc1-c1ccc(S(=O)(=O)N2CCCCC2)cc1` gave GlmU inhibition 7.7%.
`C=CCN1C(=O)c2ccccc2Sc2ccc(C(=O)N3CCN(C)CC3)cc21` gave Mtb RmlCD inh -8.
CN(C)c1ccc(N2CC(C)(C)C2=O)cc1 was read as Mtb RmlCD inh 4 and GlmU inhibition 8.1%.
`CC(C)Oc1cccc(NC(=O)c2cnccc2C(F)(F)F)c1` gave Mtb RmlCD inh -12 and GlmU inhibition 1.2%.
`NC(CCC(=O)O)C12CC3CC(CC(C3)C1)C2` (centres undefined) gave Mtb RmlCD inh 4 and GlmU inhibition -3.9%.
`O=C1N=c2ccccc2=C1c1[nH]c(=S)[nH]c1O` gave Mtb RmlCD inh 21 and GlmU inhibition -8.4%.
For COc1ccccc1N(CC(O)Cn1ccnc1C)S(=O)(=O)c1ccccc1 (centres undefined) the results were Mtb RmlCD inh 7 and GlmU inhibition -2.1%.
For Cc1cc(C)n2c(SC/C(O)=C(\C#N)c3nc4ccccc4[nH]3)nnc2n1 the results were Mtb RmlCD inh 10 and GlmU inhibition 1.7%.
Cc1nc(NC2=NCN(CC3CCCO3)CN2)nc2ccccc12 (centres undefined) was read as GlmU inhibition -2.2%.
Cc1cccc(NC(=O)/C(=C\c2ccco2)NC(=O)c2cccs2)c1 was read as GlmU inhibition 3.5%.
For CCn1c(=O)cc(OCC(=O)NCCC(C)C)c2ccccc21 the results were Mtb RmlCD inh -6 and GlmU inhibition -0.9%.

The last two entries of the part above open the next one:
Cc1cccc(NC(=O)/C(=C\c2ccco2)NC(=O)c2cccs2)c1 was read as GlmU inhibition 3.5%.
For CCn1c(=O)cc(OCC(=O)NCCC(C)C)c2ccccc21 the results were Mtb RmlCD inh -6 and GlmU inhibition -0.9%.
Screening Cc1cc(C)nc(N(C#N)CC(=O)N(c2ccccc2)C(C)C)n1 returned Mtb RmlCD inh 12 and GlmU inhibition 2.4%.
`COc1cc(C(=S)N2CCCC2)cc(Cl)c1OCC(=O)Nc1ccc(C)cc1C` gave Mtb RmlCD inh -2 and GlmU inhibition -4.9%.
For O=C(NCc1cccnc1)C1CC(=O)N(c2ccc(F)cc2)C1 (centres undefined) the results were GlmU inhibition -0.7%.
For CC(=O)NS(=O)(=O)c1ccc(NC(=S)NC(=O)CC(C)C)cc1 the results were GlmU inhibition 3.1%.
C/C(=N\NC(=O)c1ccc([N+](=O)[O-])cc1Cl)c1ccccc1 was read as Mtb RmlCD inh 5 and GlmU inhibition 5.1%.
`COc1ccc(C(=O)NCc2cccnc2)cc1OC` gave GlmU inhibition 2.5%.
For Cc1ccc(C(=O)Nc2cc3ccccc3oc2=O)cc1 the results were Mtb RmlCD inh -7 and GlmU inhibition -3.2%.
Screening CN1CCN(c2ccc([N+](=O)[O-])cc2S(=O)(=O)N2CCOCC2)CC1 returned GlmU inhibition 6.0%.
`CCOC(=O)C1(Cc2ccc(Cl)cc2)CCN(C(=O)c2cc(C)nc(C)n2)CC1` gave GlmU inhibition 2.7%.
Screening N#Cc1c(N)sc(=S)c2c1CCCC2 returned Mtb RmlCD inh 5 and GlmU inhibition 2.7%.

7 compounds out of the list, ordered by SMILES length, descending:
`CCOC(=O)C1(Cc2ccc(Cl)cc2)CCN(C(=O)c2cc(C)nc(C)n2)CC1` gave GlmU inhibition 2.7%.
Screening CN1CCN(c2ccc([N+](=O)[O-])cc2S(=O)(=O)N2CCOCC2)CC1 returned GlmU inhibition 6.0%.
`COc1cc(C(=S)N2CCCC2)cc(Cl)c1OCC(=O)Nc1ccc(C)cc1C` gave Mtb RmlCD inh -2 and GlmU inhibition -4.9%.
C/C(=N\NC(=O)c1ccc([N+](=O)[O-])cc1Cl)c1ccccc1 was read as Mtb RmlCD inh 5 and GlmU inhibition 5.1%.
For CC(=O)NS(=O)(=O)c1ccc(NC(=S)NC(=O)CC(C)C)cc1 the results were GlmU inhibition 3.1%.
For Cc1ccc(C(=O)Nc2cc3ccccc3oc2=O)cc1 the results were Mtb RmlCD inh -7 and GlmU inhibition -3.2%.
`COc1ccc(C(=O)NCc2cccnc2)cc1OC` gave GlmU inhibition 2.5%.
